FBW7 activator = activators of human E3 ligase FBW7. AID 1259310. AlphaScreen FBW7–phospho-cyclin E peptide binding, activator screen. normalized activity (activation), % at 26.1 µM. Q969H0. actives 0.13% (n = 650,000); in the data active = normalized activity above about 1.9%;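 also: purified mutant Fbw7 with reduced substrate affinity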
TEAD-YAP inh = TEAD-YAP interaction inhibition | HEK-TIYL cells, TEAD-Gal4/YAP UAS-luciferase luminescence | inhibition, % at 9.12 µM | actives 1.4% (n = 640,000); in the data active = inhibition above about 32%;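 also: 0% = median of test compound wells and 100% = reference inhibitor wells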
GPR151 activ = activators of human GPR151; Q8TDV0; PathHunter beta-arrestin GPR151 cells, luminescence; activation, % at 11.2 µM; actives 1% (n = 650,000); in the data active = activation above about 4.9%;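 also: 0% = median of compound wells and 100% = cells with positive control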
Target sequence (Q8TDV0 whole entry, looked up): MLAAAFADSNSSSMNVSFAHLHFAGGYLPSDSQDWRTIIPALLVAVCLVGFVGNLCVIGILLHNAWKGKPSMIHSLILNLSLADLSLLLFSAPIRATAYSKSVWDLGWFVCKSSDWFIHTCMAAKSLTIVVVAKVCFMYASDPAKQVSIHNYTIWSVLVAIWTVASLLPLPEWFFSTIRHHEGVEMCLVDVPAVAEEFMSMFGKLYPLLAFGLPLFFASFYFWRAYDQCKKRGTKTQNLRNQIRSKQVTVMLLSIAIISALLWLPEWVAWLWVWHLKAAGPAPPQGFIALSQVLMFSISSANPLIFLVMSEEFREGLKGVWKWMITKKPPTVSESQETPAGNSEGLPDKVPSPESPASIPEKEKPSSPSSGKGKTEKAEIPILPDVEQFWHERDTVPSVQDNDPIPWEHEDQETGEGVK
MITF inh = blocks human microphthalmia-associated transcription factor; AlphaScreen MITF homodimerization, bead proximity signal; inhibition, % at 2.6 µM; actives 0.91% (n = 650,000); AID 1259374; in the data active = inhibition above about 50%;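 also: 0% = vehicle wells with protein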
Target sequence (O75030 whole entry, looked up): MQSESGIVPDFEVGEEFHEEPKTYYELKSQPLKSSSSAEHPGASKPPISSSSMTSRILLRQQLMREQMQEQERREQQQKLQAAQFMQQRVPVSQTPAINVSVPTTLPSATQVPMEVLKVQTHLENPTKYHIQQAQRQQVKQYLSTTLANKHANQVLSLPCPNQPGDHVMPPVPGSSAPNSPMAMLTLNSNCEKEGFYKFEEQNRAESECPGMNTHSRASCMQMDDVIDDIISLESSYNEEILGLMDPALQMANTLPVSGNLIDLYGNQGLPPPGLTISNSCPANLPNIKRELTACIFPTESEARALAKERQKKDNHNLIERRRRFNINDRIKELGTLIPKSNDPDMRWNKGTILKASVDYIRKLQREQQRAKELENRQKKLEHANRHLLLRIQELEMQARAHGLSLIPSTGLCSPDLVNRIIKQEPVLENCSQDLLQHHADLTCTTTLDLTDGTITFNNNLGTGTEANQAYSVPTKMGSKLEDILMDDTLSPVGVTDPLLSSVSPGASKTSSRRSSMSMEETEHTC
Numbers without * were called inactive; i = inactive; x = no result given.

item	SMILES	FBW7 activator	TEAD-YAP inh	GPR151 activ	MITF inh
1	O=C(NCc1cc(F)cc2c1OCOC2)c1cnc2ccccc2n1	0.1	2	0.7	-3
2	CCCNC(=O)CSc1nc(-c2cccc([N+](=O)[O-])c2)nc2c1c(=O)n(C)c(=O)n2C	1.1	-9	-0.5	6
3	O=C(NCc1ccccc1)c1cc2ccccn2n1	0.0	-21	1.3	-4
4	CC(=O)N1CCN(Cc2ccc3c(c2)CN(C(=O)C2CC24CCCC4)CCO3)CC1 (stereo not given)	0.1	-22	0.3	-2
5	Cc1cccn2c(=O)c3cc(C#N)c(=O)n(C)c3nc12	0.0	-1	-0.6	1
6	Cc1ncsc1C(=O)N[C@@H](Cn1nnc2ccccc21)C(C)C	-0.1	-2	0.3	-1
7	Cc1cc(Nc2ccccc2C)n2ncnc2n1	-0.1	-3	0.7	10
8	Cc1c(C(=O)NCc2ccncc2)sc2ncnc(N3CCCCCC3)c12	0.6	8	-1.3	19

Next section
item	SMILES	FBW7 activator	TEAD-YAP inh	GPR151 activ	MITF inh
9	OC1CCN(c2cc(-c3ccccc3)nc(-c3cccnc3)n2)CC1	0.4	8	-1.4	12
10	Cc1ccc(-c2csc3ncn(CC(=O)Nc4ccc(F)c(Cl)c4)c(=O)c23)cc1	-0.2	9	0.6	-5
11	CCc1ccccc1NC(=O)C(=O)NCCc1ccccc1F	-0.1	-15	0.1	1
12	CN1CCCN(c2nccnc2-c2ccccc2CO)CC1	0.0	4	0.0	15
13	COc1ccc(/C=C(/NC(=O)c2ccccc2Cl)C(=O)NCCCC(=O)O)cc1	0.1	5	-0.6	2
14	Cc1sc2ncnc(N/N=C/c3cccc([N+](=O)[O-])c3)c2c1C	0.1	-4	1.7	-8
15	CC(=O)c1cccc(-c2nc(NCCCN3CCCC3=O)c3ncn(Cc4ccc(C(F)(F)F)cc4)c3n2)c1	-0.1	-9	1.8	-11
16	COc1ccccc1-c1cnn2c(NC3CCCNC3)ccnc12 (stereo not given)	0.3	-52	1.1	-15

Other compounds follow.
item	SMILES	FBW7 activator	TEAD-YAP inh	GPR151 activ	MITF inh
17	CCOC(=O)c1cc(-c2ccccc2)sc1NC(=O)C(C)Sc1nnc(N)s1 (stereo not given)	0.0	-6	-0.6	-5
18	COc1ccc(Cl)c2sc(N(CCCN(C)C)C(=O)c3ccccc3SC)nc12	0.0	1	-1.7	8
19	Cc1ccc(S(=O)(=O)N2CCN(CCn3c(C)ccc3C)CC2)cc1	0.0	12	-0.6	6
20	CCc1ccc(-n2c(=O)c3c4c(sc3n(CC(N)=O)c2=O)CCCC4)cc1	0.0	13	0.0	0
21	CCC(C)/C(C)=N/NC(=O)CNS(=O)(=O)c1ccc([N+](=O)[O-])cc1 (stereo not given)	0.0	-3	-0.2	6
22	Cc1cc(C)cc(N2C(=O)CN(Cc3sccc3C)C2=S)c1	0.0	2	-2.2	-3
23	CCn1c(SCC(=O)c2ccc(Cl)cc2)nnc1C1CC1	0.8	-17	-1.0	8
24	CC(O)C(=O)N/N=C/c1ccccc1C(=O)O (stereo not given)	-0.1	-11	1.5	-5

Next compounds follow:
item	SMILES	FBW7 activator	TEAD-YAP inh	GPR151 activ	MITF inh
25	CSc1nccn1CC(=O)Nc1ccc(F)cc1	0.3	-7	-0.6	6
26	CN(C)Cc1c(C(=O)O)[nH]c(=O)[nH]c1=O	0.1	3	0.1	-6
27	CCCCNC(=O)c1ccc(N2CCCC2=O)cc1	1.4	-25	0.0	18
28	COc1ccc(C2C(C(=O)Nc3cc(OC)ccc3OC)CCC(=O)N2c2ccc(OC)cc2)cc1 (stereo not given)	-0.2	-7	1.8	-7
29	CCN(CC)CCNS(=O)(=O)c1c(C)c(Cl)cc(C)c1Cl	-0.1	-9	-1.9	-6
30	COc1ccc(-c2c(NC(=O)c3cccs3)n(C)c3ccccc3c2=O)cc1OC	0.0	10	0.8	-2
31	NC(=O)C1CCCN(C2CC(=O)N(c3ccccc3)C2=O)C1 (stereo not given)	0.1	-1	0.2	19
32	O=c1[nH]c2nc(-c3ccc(O)cc3)cnc2n1-c1ccccc1	0.6	-39	-0.3	6

The listing continues:
item	SMILES	FBW7 activator	TEAD-YAP inh	GPR151 activ	MITF inh
33	CCOC(=O)c1c(NC(=O)c2ccc(Cl)c([N+](=O)[O-])c2)sc(C(=O)Nc2ccccc2C(F)(F)F)c1C	0.0	-6	-0.5	13
34	CCCCC(=O)OCC(=O)Nc1nc(-c2ccc(C)cc2O)cs1	0.1	-33	-0.1	-3
35	CC(C)c1nc(CNC(=O)CCc2nnc(-c3ccccc3)o2)cs1	-0.1	1	0.2	3
36	CS(=O)(=O)N1CCCC(N2CCN(c3ccccc3)CC2)C1 (stereo not given)	-0.1	-13	0.3	1
37	O=C(CCC1CCCC1)Nc1ccc(S(=O)(=O)NCc2ccco2)cc1	0.7	-8	-0.1	16
38	CCOc1ccc(C(=O)Cc2cc(OC)c(OC)cc2[N+](=O)[O-])cc1OCC	0.3	13	-0.6	19
39	Cn1cc(S(=O)(=O)NC(c2ccccc2)c2ccccc2)c(=O)n(C)c1=O	-0.2	9	1.0	3
40	CCOc1ccc(/C=C2/SC(N3CCCCC3)=NC2=O)c(OCC)c1	0.1	-26	1.5	-2

Remaining list, next part
item	SMILES	FBW7 activator	TEAD-YAP inh	GPR151 activ	MITF inh
41	CCCCOC(=O)c1ccc(NC(=O)COc2ccc([N+](=O)[O-])cc2)cc1	0.2	-1	-0.8	-1
42	CC(C)[C@H](Cn1nnc2ccccc21)NC(=O)CCn1cnc2ccccc2c1=O	0.1	1	-0.8	0
43	CC(=O)N1CCc2cc(S(=O)(=O)N(C)c3cccc(C)c3)ccc21	-0.5	7	-0.5	-13
44	O=C1N[C@H](Cc2ccc(O)cc2)C(=O)N2CCN(Cc3cccc(Cl)c3)C[C@H]12	0.0	0	-0.9	-1
45	COc1ccc2cc(S(=O)(=O)N3CCCC3)ccc2c1	-0.1	2	-1.1	1
46	CCCCOC(=O)c1cccc(NC(=S)NC(=O)c2cc(OC)c(OC)c(OC)c2)c1	-0.1	-8	5.1*	6
47	CCCC(=O)Nc1sc(C)c(CC)c1C(N)=O	0.1	-2	0.0	-11
48	COc1ccc(/C=C2\C(=O)NC(=S)N(c3ccccc3F)C2=O)c(OC)c1OC	0.0	0	0.4	12

Following part:
item	SMILES	FBW7 activator	TEAD-YAP inh	GPR151 activ	MITF inh
49	CSc1ccc(CN2CCc3nnc(CCNC(=O)C4CCCN(C)C4)n3CC2)cc1 (stereo not given)	-0.1	10	0.2	3
50	CCOCCCNC(=O)c1c[nH]c2ccc(S(=O)(=O)N(C)c3c(C)cccc3C)cc2c1=O	0.1	0	0.4	4
51	Cc1ccc(C(=O)NCCOc2ccc(Cl)cc2)cc1	0.2	-28	-1.0	-3
52	NC(=O)CNC(=O)CN1Cc2ccccc2OC(c2ccccc2)C1 (stereo not given)	0.1	8	-1.3	8
53	Cn1cc(C(=O)NCCCN2CCOCC2)c2ccccc2c1=O	0.0	4	0.9	14
54	Cc1noc(-c2ccc(NC(=O)C(C)(C)C)cc2)n1	0.2	21	-2.6	11
55	CC(=O)c1ccc(N2CCN(C(=O)C(C)C)CC2)cc1	-0.2	-20	-1.7	0
56	C=CCc1cc(OC)ccc1OCCCCNCCN	-0.1	4	-1.7	45

(further entries)
item	SMILES	FBW7 activator	TEAD-YAP inh	GPR151 activ	MITF inh
57	COc1ccc(CNC(=O)CN2C(=O)c3cccc4cccc2c34)cc1	-0.2	-8	0.7	-10
58	CCN(CC)c1ccc(C2C(C(=O)OC3CCCCC3)=C(C)NC3=C2C(=O)CC(C)(C)C3)cc1 (stereo not given)	-0.1	6	2.3	17
59	O=C(Cn1nc(Cl)nc1Cl)c1ccccc1	0.4	3	0.6	-14
60	COc1cc(NC(=S)Nc2ccccn2)cc(OC)c1	-0.1	-10	-0.8	9
61	NS(=O)(=O)c1cc2c(cc1Cl)NC(CC1CCCC1)NS2(=O)=O (stereo not given)	-0.1	x	2.8	5
62	CC1S/C(=N\N=C\c2c(Cl)cccc2Cl)NC1=O (stereo not given)	-0.2	6	0.9	i
63	O=C(N/N=C\c1ccccc1)c1cncc(Br)c1	-0.1	1	3.2	18
64	CC(C)=C(NC(=O)c1ccccc1)C(=O)N/N=C/c1ccc(O)cc1	0.0	-23	-0.4	11

Following part.
item	SMILES	FBW7 activator	TEAD-YAP inh	GPR151 activ	MITF inh
65	CC(C)NC(=O)N1CCC(c2nnc(-c3ccco3)o2)CC1	-0.2	-1	0.3	10
66	O=C(COC(=O)c1ccco1)c1ccccc1	0.1	-12	0.5	14
67	CC(=O)c1ccc2c(c1)N(CCCN1CCC(CCO)CC1)c1ccccc1S2	0.2	x	1.4	28
68	O=C(Nc1ccc(NC(=O)c2ccco2)c(Cl)c1)c1ccc(Cl)c([N+](=O)[O-])c1	-0.1	-3	0.7	-7
69	CCOC(=O)Cc1csc(NC(=S)NC(=O)C(C)(C)C)n1	0.0	-4	0.1	4
70	COCCN=C1NC(=O)C(CC(=O)NCCc2ccccc2)S1 (stereo not given)	0.0	0	-1.1	-6
71	CC/C(=N\NC(=O)CCN1CCN(c2ccccc2)CC1)c1cc(F)ccc1O	0.0	6	1.1	-11
72	COc1ccc(C(=O)Nc2ccc3c(c2)OCCO3)cc1[N+](=O)[O-]	-0.1	-12	1.5	-1

The listing continues:
item	SMILES	FBW7 activator	TEAD-YAP inh	GPR151 activ	MITF inh
73	CCN(CC)C(=O)c1cnn(-c2ccccc2)c1NC(=O)c1ccccc1F	-0.1	20	0.6	11
74	O=C(c1ccc(C(F)(F)F)cc1)N1CCOc2ccc(C(O)c3ccccn3)cc2C1 (stereo not given)	-0.2	0	3.1	-23
75	O=C(NCCc1ccccc1Cl)c1ccc(N2CC3CC(C2)c2cccc(=O)n2C3)c(NS(=O)(=O)c2ccc3c(c2)OCCO3)c1 (stereo not given)	-0.1	-6	1.2	-4
76	Cc1csc(-c2cc3c(ccc4ccccc43)oc2=O)n1	0.8	3	1.5	5
77	COc1ccc(Br)c(C(=O)N/C(=C\c2cccc([N+](=O)[O-])c2)C(=O)Nc2ccc(C)cc2C)c1	0.5	10	-1.7	9
78	Cc1c(C(=O)N/N=C/c2cccc([N+](=O)[O-])c2)no[n+]1[O-]	-0.5	-6	-0.5	-9
79	COc1ccc(Nc2nc(-c3ccc(Br)cc3)nc3ccccc23)c(OC)c1	-0.1	7	-1.8	10
80	CC1CCc2c(sc3nc(CCl)[nH]c(=O)c23)C1 (stereo not given)	-0.1	0	-1.6	-6

(further entries)
item	SMILES	FBW7 activator	TEAD-YAP inh	GPR151 activ	MITF inh
81	O=C1CCCC(O)=C1C(C1=C(O)CCCC1=O)c1ccc(Cl)cc1	-0.3	3	-0.4	4
82	O=C(COC(=O)c1cccnc1)Nc1ccc(F)cc1F	-0.1	3	-0.9	0
83	COc1ccc(Nc2nc3nonc3nc2N2CCCCCC2)cc1	-0.4	20	3.9	-16
84	CNCc1ccccc1OCC(=O)Nc1ccccc1	-0.1	-5	-0.9	-4
85	COc1ccc(-c2ccc(C(=O)NC3CC3)s2)cc1	-0.1	9	-12	-2
86	COc1ccc(NC(=O)Cn2nnc(-c3ccccc3NC(=O)c3cccs3)n2)cc1	-0.1	-10	0.2	5
87	CCOC(=O)CNC(=S)Nc1sc(CC)cc1C(=O)OC	-0.1	6	1.0	26
88	CCOc1ccc(/C=C/C2=CC(C)(C)NC(=S)N2)cc1	-0.3	7	0.0	-7
89	Cc1ccc(N2CCN(c3ccc(C)cc3)C2c2cccs2)cc1	0.3	2	0.5	18
90	CCc1ccc(CC(=O)N2CC(=O)Nc3ccccc32)cc1	0.4	50*	-0.3	6
91	C=CCSc1nc2sc3c(c2c(=O)n1-c1ccccc1)CCC3	-0.1	-4	-0.7	0

Eleven entries from above, set out differently.
Values run as follows: FBW7 activator	TEAD-YAP inh	GPR151 activ	MITF inh
81	O=C1CCCC(O)=C1C(C1=C(O)CCCC1=O)c1ccc(Cl)cc1
 : -0.3	3	-0.4	4
82	O=C(COC(=O)c1cccnc1)Nc1ccc(F)cc1F
 : -0.1	3	-0.9	0
83	COc1ccc(Nc2nc3nonc3nc2N2CCCCCC2)cc1
 : -0.4	20	3.9	-16
84	CNCc1ccccc1OCC(=O)Nc1ccccc1
 : -0.1	-5	-0.9	-4
85	COc1ccc(-c2ccc(C(=O)NC3CC3)s2)cc1
 : -0.1	9	-12	-2
86	COc1ccc(NC(=O)Cn2nnc(-c3ccccc3NC(=O)c3cccs3)n2)cc1
 : -0.1	-10	0.2	5
87	CCOC(=O)CNC(=S)Nc1sc(CC)cc1C(=O)OC
 : -0.1	6	1.0	26
88	CCOc1ccc(/C=C/C2=CC(C)(C)NC(=S)N2)cc1
 : -0.3	7	0.0	-7
89	Cc1ccc(N2CCN(c3ccc(C)cc3)C2c2cccs2)cc1
 : 0.3	2	0.5	18
90	CCc1ccc(CC(=O)N2CC(=O)Nc3ccccc32)cc1
 : 0.4	50*	-0.3	6
91	C=CCSc1nc2sc3c(c2c(=O)n1-c1ccccc1)CCC3
 : -0.1	-4	-0.7	0

Source: PubChem

Random draw from the library, and some 3.4% of all compounds hit somewhere here.
